# p53null 39C tox: kills p53 null cells at the nonpermissive temperature. Potency, µM (series often up to 46.1 µM), inactives show top-dose activity, negative = cell killing, hits mostly cytotoxic. H1299 p53-null (neo) cells, 39C, ATPlite viability, 24 h. AID 904. 55,000 compounds, 0.97% hits;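 also: potency is read from the fitted curve at half-maximal effect; 0% = DMSO only and -100% = full killing by 100 µM tamoxifen; nearly all actives have a fitted effect of over 50% in size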
#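 Temperature-shift cytotoxicity format: compound titrations on p53-null or A138V-expressing H1299 cells held 24 hr at 39C, cell ATP then measured, AC50 from Hill model.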
# PTAP-TSG101 blk: inhibitors of HIV-1 PTAP binding to human TSG101, validation | Fluorescence polarization, FITC-PTAP peptide/Tsg101, 20 min | Q99816 | Potency, µM (titrated, usually from 115 µM), inactives show at the highest dose activity change, negative = inhibition, actives largely listed as inhibitors | 44,000 tested, under 10 active | AID 1347069; also: potency is read from the fitted curve at half-maximal effect; 0% is about no effect
#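 Compounds pinned into 10 uM Tsg101 binding domain, then 50 nM FITC-PTAP peptide added in pH 7.5 HEPES buffer; FP read after 20 min, room temperature. Total S+P intensity flags fluorescent compounds; active cut-off <25 µM, efficacy <60%.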
# B2AR arrestin ag: ADRB2 beta-arrestin recruitment; AID 1347077; Potency, µM (series often up to 46.1 µM), inactives show at the top dose activation, actives largely listed as activators; 44,000 tested, under 10 active; P07550; HTLA Tango cells, beta-arrestin recruitment, luciferase luminescence, 18 h;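 also: potency is read from the fitted curve at half-maximal effect; 0% = DMSO and full agonism = EC100 isoproterenol or metaproterenol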
#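 Luminescence read-out: arrestin recruitment to recombinant beta2-AR releases tTA, inducing luciferase. Cells exposed 18 hr at 37 degrees C to up to 46 microM compound; %Activity from corrected signal, concentration-response curves classified by r2, magnitude and efficacy.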
# FH mod: Identification of activators of human fumarate hydratase by quantitative high-throughput screening | 54,000 compounds, 0.22% hits | Fumarate hydratase, mitochondrial (Homo sapiens), P07954 | AID 1347055, 2019 | Potency, µM (highest dose often 79.9 µM), for the others: at the highest dose activity change, negative = inhibition, actives largely listed as inhibitors | FH coupled MDH/diaphorase resazurin fluorescence, 15 min; also: potency is read from the fitted curve at half-maximal effect; % is scaled to controls: 0 for no effect and ±100 for the full control effect; the screen sought activators but most active calls are inhibition curves; nearly all actives have a fitted effect of over 45% in size
# Target sequence (P07954 whole entry, looked up): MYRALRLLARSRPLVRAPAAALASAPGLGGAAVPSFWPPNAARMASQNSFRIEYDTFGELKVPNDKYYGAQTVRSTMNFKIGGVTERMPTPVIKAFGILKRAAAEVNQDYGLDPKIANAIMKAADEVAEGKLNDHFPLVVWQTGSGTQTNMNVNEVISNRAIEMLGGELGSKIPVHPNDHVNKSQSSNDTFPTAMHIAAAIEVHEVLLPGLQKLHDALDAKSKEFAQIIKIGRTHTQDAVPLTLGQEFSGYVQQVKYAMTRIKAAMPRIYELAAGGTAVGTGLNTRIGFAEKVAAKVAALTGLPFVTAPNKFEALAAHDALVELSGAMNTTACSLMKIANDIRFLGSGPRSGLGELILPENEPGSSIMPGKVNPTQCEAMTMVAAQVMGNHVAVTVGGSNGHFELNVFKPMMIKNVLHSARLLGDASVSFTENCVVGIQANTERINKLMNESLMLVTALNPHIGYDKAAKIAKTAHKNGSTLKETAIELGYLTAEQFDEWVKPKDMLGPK
# p53null 32C kill: selectivity test: cytotoxicity in p53 null cells, permissive temperature; Potency, µM (titrated, usually from 46.1 µM), without a hit: at the top dose activity change, negative = cytotoxicity, usual class: cytotoxic; H1299-neo p53 null cells, ATP luminescence, 24 h, 32C; 55,000 compounds, 0.62% hits;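 also: potency is read from the fitted curve at half-maximal effect; 0% = DMSO only and -100% = full killing by 100 µM tamoxifen; nearly all actives have a fitted effect of over 55% in size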
#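 H1299-neo (p53-null) cells, 600/well, were pre-incubated overnight at 37C, then exposed to compounds at up to 46 uM for 24 hr at 32C. Viability was measured as ATP content by luminescence, and AC50 values came from Hill fits.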
# NTMT1 inh: NTMT1 methyltransferase inhibition; NTMT1 MTase-Glo SAH luminescence, purified enzyme; AID 1645870; Potency, µM (doses to about 114 µM), for the others: at the highest dose activity change, negative = inhibition, usual class: inhibitors; 59,000 compounds, 2.5% hits; Q9BV86;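 also: potency is read from the fitted curve at half-maximal effect; plate controls were DMSO vehicle for no effect and no enzyme for full effect; nearly all actives have a fitted effect of over 65% in size; many of its hits are not listed in these tables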
# Target sequence (Q9BV86 whole entry, looked up): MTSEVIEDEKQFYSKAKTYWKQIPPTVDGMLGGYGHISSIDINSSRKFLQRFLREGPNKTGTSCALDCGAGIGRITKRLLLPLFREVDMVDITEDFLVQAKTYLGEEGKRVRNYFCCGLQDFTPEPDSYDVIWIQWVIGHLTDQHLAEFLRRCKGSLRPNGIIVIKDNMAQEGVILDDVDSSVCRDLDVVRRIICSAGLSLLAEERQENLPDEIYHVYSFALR
# GALK inhibitor: GALK (human) enzyme inhibition. P51570. recombinant GALK, Kinase-Glo ATP luminescence, 1 h. Potency, µM (doses to about 57.5 µM), for inactives: at the highest dose activity, negative = inhibition, most hits filed as inhibitors. 44,000 tested, under 10 active;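 also: plate controls were full GALK reaction for no effect and reaction lacking GALK for full effect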
#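 Compounds were pinned into ATP buffer, then GALK-galactose mix was added (final 5 nM enzyme, 35 uM ATP, 100 uM galactose, pH 8.0). After 1 h at room temperature, Kinase-Glo Plus was added and luminescence read.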
# Numbers without * were called inactive; ? = inconclusive; . = not tested or not shown; & = joins results of further samples; [ ] = another dose, or the depositor's remark. Calls follow the shape of the dose curve; as a rule, active = well fitted curve in the direction sought with a large enough effect; inconclusive = small, poorly fitted or top-dose-only effect, or another doubt; inactive = no such curve, though single readings can be large; an effect the other way counts as inactive or inconclusive.
# Second line of a record – GALK inhibitor	PTAP-TSG101 blk	NTMT1 inh	FH mod	p53null 39C tox	B2AR arrestin ag	p53null 32C kill
Oc1c(C(c2cccc(Br)c2)N2CCCC2)sc2nc(-c3ccco3)nn12 (configuration not stated)
 : 0%	-5%	-8%	-3%	9%	-1%	4%
Cc1ccc(-n2ncc(C(=O)Nc3ccc4c(c3)OCCO4)c2C2CCN(C(=O)OC(C)(C)C)CC2)cc1C
 : 1%	-2%	?	?	1%	0%	3%
Cc1nc(-c2ccc(F)cc2)sc1CCNC(=O)c1cccs1
 : 0%	-13%	?	-10%	-3%	5%	-16%
Cc1cccc(N2CCN(C(=O)c3noc4c3COc3ccc(C)cc3-4)CC2C)c1 (configuration not stated)
 : 2%	1%	-2%	-4%	119%[activator]	-1%	1%
Oc1c(C(c2ccccc2)N2CCCC2)sc2nc(-c3ccco3)nn12 (configuration not stated)
 : 0%	-1%	7%	-7%	14%	-2%	9%
Cc1ccc2nc3sc(C(=O)Nc4ccc(F)cc4)cc3cc2c1
 : -3%	0%	-25%&-19%	0%	-17%	0%	-2%
CC(C)Oc1ccccc1NC(=O)CSc1nccn1C
 : -2%	2%	-7%	3%	43%[activator]	1%	2%
Cc1nnc2c3ccccc3nc(Nc3cccc(O)c3)n12
 : 1%	-4%	-2%	-21%	-6%	0%	-9%
Cc1c(CC(=O)N2CCCCC2)c(=O)oc2cc(O)ccc12
 : -12%	-2%	.	.	-7%	0%	0%
CCc1nn(CC(=O)NCCc2ccc(OC)c(OC)c2)c(=O)c2cc3occc3n12
 : 1%	2%	2%	-4%	-13%	-1%	1%
CCCC(=O)N1c2nc(C(C)C)nn2C2(CCCCC2)[C@@H]2CCCC[C@@H]21
 : 0%	4%	5%	-5%	-1%	-4%	-2%
Cc1nnc(NC(=O)c2nc(SCc3ccccc3F)ncc2Cl)s1
 : 0%	2%	10%	-19%	-16%	0%	12%
CCOCCCNC(=O)c1ccc(-n2c(-c3ccccc3)cc3c2CCCCC3)cc1
 : 0%	-3%	-2%	0%	224%[activator]	2%	-3%
CCOCCc1nn2c(=O)cc(COC(=O)c3ccccc3NC(=O)C3CCCCC3)nc2s1
 : -5%	-1%	22%	?	-6%	-1%	-17%
COc1ccc(OC)c(NC(=O)Cn2ncc3c2-c2ccccc2OC3)c1
 : -1%	-2%	-1%	-6%	-14%	-1%	-5%
CC1CCCCN1C(=O)CSc1nc(-c2ccccc2)no1 (configuration not stated)
 : -2%	1%	0%	2%	-10%	3%	-9%
COc1ccc(Cl)cc1-n1cc(-c2ccccc2)nc1SCC(=O)Nc1ccc(C)cc1
 : -3%	-6%	0%	-29%	18%	-4%	0%
COc1cc2nc(SCC(=O)Nc3cccc(C)c3)n3nc(-c4ccccc4)nc3c2cc1OC
 : 1%	1%	17%	-5%	23%	-2%	-2%
Cc1nn(-c2ccccc2)c2c1N(CC(=O)N1CCN(c3ccc(Cl)cc3)CC1)C(=O)CS2
 : -1%	-4%	3%	3%	-9%	1%	-8%
CCOc1ccc(N(CC)S(=O)(=O)N2CCCC(C(=O)Nc3ccc(NC(C)=O)cc3)C2)cc1 (configuration not stated)
 : -8%	2%	-1%	-21%	-22%	1%	-1%
CCOC(=O)c1ccc(Nc2nn3c(=O)c4ccccc4nc3s2)cc1
 : -1%	2%	-16%	-8%	-18%	-3%	-5%
CC(=O)c1ccc(NC(=O)CN(C)S(=O)(=O)c2cc3c(cc2Cl)NC(=O)CO3)cc1
 : -1%	4%	?	-32%	5%	-1%	-6%
CCCCn1c(=O)c2oc3ccccc3c2n(CC(=O)Nc2cc(C)ccc2C)c1=O
 : -8%	-6%	-4%	-19%	-1%	-1%	0%
COc1cccc(CCNC(=O)c2c(O)nc3ccccn3c2=O)c1
 : 8%	-12%	18%	-12%	-22%	1%	-15%
CC(C)Oc1ccc(CNC(=O)CCCn2c(=O)c3cccn3c3cccnc32)cc1
 : 0%	0%	2%	3%	-3%	2%	12%
O=C(Cn1nnc(-c2ccc(C(F)(F)F)cc2)n1)NCCc1ccccc1
 : 9%	-4%	17%	3%	-2%	-1%	16%
COc1ccccc1NC(=O)c1sc2nc(C)c(C(=O)Nc3ccc(C)cc3C)c(-c3ccc(Br)cc3)c2c1N
 : 5%	4%	5%	-9%	19%	1%	15%
Cc1ccc(N(CC(=O)Nc2ccc(C)c(Cl)c2)S(=O)(=O)c2cccs2)cc1
 : -1%	1%	-6%	-17%	-4%	0%	3%
COc1ccc(NC(=O)CCCN2C(=O)C(c3ccccc3)Oc3cccnc32)c(OC)c1 (configuration not stated)
 : ?	0%	8%	-3%	-16%	0%	0%
CCCCOC(=O)c1ccc(NC(=O)c2cc(-c3cccs3)on2)cc1
 : -5%	3%	5%	-5%	-14%	-4%	?
CC(C)CN1CCc2nc(Nc3ccc(F)cc3F)ncc2C1
 : 0%	-5%	6%	3%	-8%	0%	-15%
O=S(=O)(Nc1ccc(-c2ccc(N3CCCC3)nn2)cc1)c1ccccc1Cl
 : -2%	-3%	.	.	-7%	0%	-11%
Cc1ccc(NC(=O)c2c(C)nc3sc(C(=O)Nc4ccc(F)cc4)c(N)c3c2-c2ccc(C)o2)c(C)c1
 : 3%	-4%	10%	-14%	-16%	1%	5%
Cc1ccc(Cl)cc1NC(=O)C(C)n1nnc2sc3c(c2c1=O)CCCC3 (configuration not stated)
 : 8%	0%	9%	-7%	-9%	-1%	-6%
O=C(Nc1nnc2n1CCS2)c1ccccc1C(F)(F)F
 : 2%	0%	?	16%	-2%	0%	-6%
CCc1ccc(-n2c(=O)c3cccnc3n2CC(=O)NCc2ccc(C)cc2)cc1
 : 1%	2%	0%	-14%	6%	-1%	-2%
O=C(CC(c1cccs1)N1Cc2ccccc2C1=O)Nc1ccccc1 (configuration not stated)
 : 2%	2%	-2%	11%	-1%	-1%	-3%
Cc1cccc(-c2nc3nc(C)cc(N4CCN(c5ccccc5)CC4)n3n2)c1
 : ?	2%	-1%	-3%	-16%	-2%	2%
CCOc1ccc(Br)cc1S(=O)(=O)Nc1cccc(-c2ccc(OC)nn2)c1
 : -2%	-2%	16%	?	14%	3%	30%
C=Cc1ccc(Cn2ccn(-c3ccc(F)c(F)c3)c(=O)c2=O)cc1
 : 3%	-1%	?	-7%	-12%	0%	-3%
COc1ccccc1CNC(=O)C1CCN(c2nnc(C)c3c(C)n(-c4ccccc4)nc23)CC1
 : -12%	0%	-21%	4%	-8%	-3%	7%
CCCCNc1nc2c(S(=O)(=O)c3ccc(Cl)cc3)nnn2c2ccsc12
 : -9%	-4%	?	1%	-8%	0%	0%
CC(C)Cn1c(=O)c2sccc2n2c(CCCC(=O)NCCc3ccc(Cl)cc3)nnc12
 : 1%	-3%	3%	-3%	-3%	1%	8%
CCSC1=NC2(CCN(C(=O)NC3CCCCC3)CC2)N=C1c1ccc(OC)cc1
 : 2%	-8%	?	0%	0%	1%	11%
Cc1ccc(C2C=C(c3ccc(Cl)cc3)Nc3nc(NC(=O)c4ccco4)nn32)cc1 (configuration not stated)
 : 3%	9%	16%	14%	31%[activator]	0%	5%
Cc1nc2nc(NCc3ccccc3Cl)[nH]n2c(=O)c1Cc1ccccc1
 : 1%	1%	20%	7%	-20%	1%	-3%
COc1ccc(NC(=O)c2nnn(Cc3ccc(Br)cc3F)c2N)c(OC)c1
 : 0%	-3%	4%	-3%	-17%	-1%	-2%
O=C(CCCCn1c(=O)c2ccccc2n(Cc2cccc(F)c2)c1=O)NCCc1ccccc1
 : -1%	-3%	-1%	2%	-8%	1%	7%
CCOc1ccc(C(=O)Nc2onc3c2CCCC3)cc1
 : 12%	-6%	?	-6%	4µM*	0%	6.3µM*
CC(=O)c1ccc(NS(=O)(=O)c2c(C)nc3scc(C)n3c2=O)cc1
 : -1%	-8%	10%	3%	10%	1%	-10%

# Next section; the last two above are carried over.
# Second line of a record – GALK inhibitor	PTAP-TSG101 blk	NTMT1 inh	FH mod	p53null 39C tox	B2AR arrestin ag	p53null 32C kill
CCOc1ccc(C(=O)Nc2onc3c2CCCC3)cc1
 : 12%	-6%	?	-6%	4µM*	0%	6.3µM*
CC(=O)c1ccc(NS(=O)(=O)c2c(C)nc3scc(C)n3c2=O)cc1
 : -1%	-8%	10%	3%	10%	1%	-10%
COc1ccc(OCCn2c(C(C)Oc3ccccc3)nc3ccccc32)cc1 (configuration not stated)
 : 3%	0%	0%	?	52%[activator]	0%	56%[activator]
Cc1ccc(S(=O)(=O)Nc2nc3n(n2)C(c2ccc(Cl)cc2)C=C(c2ccccc2)N3)cc1 (configuration not stated)
 : 4%	-3%	35µM*	?	7%	-2%	22%
COc1ccc(NS(=O)(=O)c2ccc3c(c2)CC(C)N3C(C)=O)c(OC)c1 (configuration not stated)
 : 4%	0%	-3%	-5%	-15%	0%	-6%
Cc1ccc(C)c(NC(=O)CN2C(=O)CCc3ccccc32)c1
 : 2%	3%	2%	6%	31%[activator]	0%	5%
CC12CN3CC(C)(CN(C1)C3c1ccc(OCc3ccccc3)cc1)C2=O (configuration not stated)
 : 7%	-1%	3%	-9%	?	-2%	-18%
COc1ccc(NC(=O)c2oc3ccccc3c2NC(=O)Cc2cccs2)c(OC)c1
 : 8%	-3%	-5%	-18%	?	0%	-28%
COCCNC(=O)CCc1nc2cccnc2n1Cc1ccc(OC)cc1
 : 1%	-5%	10%	6%	-2%	0%	-7%
Cc1cccc(-c2nc3c4ccccc4nc(NCc4ccc(F)cc4)n3n2)c1
 : 6%	0%	-4%	1%	-15%	0%	-2%
CCC(C(=O)NCc1ccccc1Cl)n1c(=O)c2cccn2c2ccccc21 (configuration not stated)
 : -3%	3%	?	-14%	49%[activator]	0%	5%
COc1ccc(Cl)cc1NC(=O)Cn1c(=O)n(Cc2ccco2)c(=O)c2cccnc21
 : 3%	-5%	-1%	-22%	-10%	0%	-14%
COC(=O)c1ccc(NC(=O)CC2C(=O)N(c3cccc(C)c3)C(=O)N2Cc2ccco2)cc1 (configuration not stated)
 : 0%	-3%	.	.	-19%	0%	-16%
CCc1ccc(NC(=O)c2ccc(CN3C(=O)C(C)=C(c4ccc(C)cc4)S3(=O)=O)cc2)cc1
 : -1%	-4%	10%	-10%	7%	0%	-1%
Cc1ccc(NC(=O)CC2Sc3ccccc3NC2=O)c(Br)c1 (configuration not stated)
 : 0%	-5%	3%	-3%	-10%	1%	2%
CCC(=O)OCc1cnc(C)c2oc(=O)c(C(=O)Nc3ccccc3C(F)(F)F)cc12
 : -1%	-3%	12%	0%	5%	0%	8%
Cc1cccc(-c2nc3c(cnn3-c3ccccc3)c(=O)n2-c2cccc(Cl)c2)c1
 : -5%	1%	?	-19%	14%	-1%	17%

# The list is partial, so the mix of outcomes need not match the whole.
